From PubChem
KCNK9 inh = human KCNK9 channel inhibition; Q9NPC2; HEK293 KCNK9, FluxOR thallium flux fluorescence; stronger effect = lower value; B-score at 10 µM; 310,000 compounds, 1.2% hits; AID 488922;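 active means ratio B-score over 3 SD below the library mean, with starting fluorescence within 5 SD of its mean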;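 further: negative B-score means less thallium flux so channel inhibition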
hERG rescue = hERG (human) protection from proarrhythmic block | CHO-hERG, FluxOR thallium flux, dofetilide IC70 present | Q12809 | 310,000 compounds, 0.51% hits | activation (rescue from dofetilide block), less the hit threshold, % at 10 µM | AID 1511;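 active means activation above the mean of controls blocked by dofetilide plus 5 SD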;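 further: thallium influx through hERG after potassium depolarization seen as dye fluorescence rise; in these data hits start at about 4.7%; inactives centre near -7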
RGS4 block = inhibitors of human RGS4. P49798. HEK293 M3R/RGS4 inducible, Fluo-4 calcium flux; stronger effect = higher value; triggered by carbachol at its EC20. B-score at 10 µM. 310,000 compounds, 0.45% hits. AID 463165;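 active means B-score, a plate-corrected calcium signal, over three deviations above library mean, with baseline fluorescence within five deviations of library mean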;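 further: RGS4 expression induced by doxycycline in cells with stable M3 receptor; B-score is computed from the integrated fluorescence ratio over baseline after carbachol; higher B-score means a larger calcium signal and so more RGS4 inhibition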
Target sequence (P49798 whole entry, looked up): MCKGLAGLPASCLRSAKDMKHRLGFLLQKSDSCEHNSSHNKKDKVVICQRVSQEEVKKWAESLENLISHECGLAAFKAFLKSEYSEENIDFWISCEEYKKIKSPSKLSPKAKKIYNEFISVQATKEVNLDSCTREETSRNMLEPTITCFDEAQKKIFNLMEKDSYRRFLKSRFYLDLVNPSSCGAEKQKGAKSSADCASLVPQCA
TMEM16A inh = blocks the mouse calcium-activated chloride channel TMEM16A. normalized B-score (activity score, 25-100; higher = stronger inhibition) at 10 µM. HEK293 TMEM16A/YFP iodide influx fluorescence, ionomycin. AID 588511. 310,000 compounds, 1.2% hits. Q8BHY3;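 active means ratio plate-corrected score three or more library SD toward inhibition, starting fluorescence score within five deviations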;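 further: score derived from kinetic fluorescence span divided by baseline fluorescence per well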
RGS4 act = potentiators or activators of RGS4. 310,000 compounds, 0.92% hits. B-score at 10 µM. HEK293 M3R/inducible RGS4, carbachol calcium flux Fluo4; stronger effect = lower value;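 active means B-score of the integrated calcium signal more than 4 SD below the library mean, with starting fluorescence not abnormally high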;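 further: negative B-score means reduced calcium response which marks RGS4 activation or potentiation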
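Assay system: HEK293 FlpIn-TREx cells, stable M3R, doxycycline-inducible RGS4 / Probe or stimulus: carbachol, ECmax concentration / Times: overnight RGS4 induction, 30 min dye load 37 °C, 20 min compound RT / Signal: kinetic calcium fluorescence imaging with Fluo4-AM dye, 2 µM / Measure: Agonist-evoked peak-minus-minimum fluorescence over baseline, integrated ratio, B score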
KCNQ1 act = human KCNQ1 channel potentiation or activation | P51787 | CHO-K1 KCNQ1, thallium flux FluxOR fluorescence; stronger effect = higher value | B-score at 10 µM | 310,000 compounds, 0.35% hits | AID 2648;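 active means fluorescence ratio B-score, a plate-corrected score, at least three library SD, with initial intensity B-score within 5 SD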
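Assay system: CHO-K1 cells stably expressing KCNQ1. Medium: assay buffer for compound exposure, DMSO matched across wells. Timing: 37 °C overnight plating, 90-min dark dye load, 20-min compound pretreatment. Signal: kinetic FluxOR fluorescence, 10 s baseline plus 110 s post-stimulus.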
KCNK3 inh = human KCNK3 channel inhibition, primary screen; 340,000 compounds, 0.84% hits; B-score at 10 µM; O14649; CHO-KCNK3 thallium flux, FluxOR fluorescence; stronger effect = lower value; AID 602410;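 active means B-score under library mean minus 4 SD, starting fluorescence ratio at most library mean plus 5 SD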;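 further: more negative B-score means stronger inhibition of thallium flux through KCNK3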
Target sequence (O14649 whole entry, looked up): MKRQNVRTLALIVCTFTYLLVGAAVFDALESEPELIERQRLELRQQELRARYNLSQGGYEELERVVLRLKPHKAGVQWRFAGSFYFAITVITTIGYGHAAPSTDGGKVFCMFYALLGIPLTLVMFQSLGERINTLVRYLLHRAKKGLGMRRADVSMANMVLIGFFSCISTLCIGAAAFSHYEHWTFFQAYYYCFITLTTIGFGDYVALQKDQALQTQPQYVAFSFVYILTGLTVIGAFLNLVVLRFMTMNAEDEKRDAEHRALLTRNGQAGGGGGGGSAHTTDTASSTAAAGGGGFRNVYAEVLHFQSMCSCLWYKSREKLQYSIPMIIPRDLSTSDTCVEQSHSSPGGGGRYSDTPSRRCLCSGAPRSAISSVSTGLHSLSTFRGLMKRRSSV
ANO1 activ = mouse TMEM16A channel activation, primary screen; Q8BHY3; HEK293 TMEM16A/YFP-H148Q/I152L, iodide quench fluorescence; stronger effect = lower value; B-score at 10 µM; 340,000 compounds, 0.3% hits; AID 623877;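 active means fluorescence-ratio B-score plate-corrected deviation score at least 3 library SD below zero, with starting fluorescence score within 5 deviations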;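 further: channel opened by trigger with iodide after compound preincubation; score built on the fluorescence ratio of max minus min over baseline; more negative score means more quench and so TMEM16A activation or potentiation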
KCNQ1 block = blocks the human KCNQ1 potassium channel; CHO-K1 KCNQ1, FluxOR thallium flux fluorescence; stronger effect = higher value; B-score at 10 µM; 310,000 compounds, 1.3% hits; P51787;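 active means compounds whose thallium flux B-score, printed positive for inhibition, exceeds three library SD while starting fluorescence stays within three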;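 further: channel opened by potassium depolarization with thallium stimulus after 20 min compound exposure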
SKKanGAS inh = blocks kanamycin growth of S. pyogenes SKKanGAS strain; BacTiter-Glo, 6 h; inhibition, % at 7.5 µM; 300,000 compounds, 1.3% hits;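 active means mean replicate score, as percent of positive control median, at least 50; inconclusive means mean below 50 but one replicate at or above 50; inactive means mean and every replicate below 50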;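 further: strain carries kanamycin resistance gene driven by streptokinase promoter and grows in 40 µg/ml kanamycin; loss of luminescence reflects streptokinase promoter inhibition or plain growth inhibition; 0% = median of DMSO wells and 100% = positive control at its reference dose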
HDAC3 inh = inhibitors of human histone deacetylase 3 | O15379 | recombinant HDAC3, fluorogenic peptide/trypsin coupled, fluorescence | inhibition, % at 8.3 µM | 320,000 compounds, 0.15% hits; in the data active means inhibition above about 26%, passing the limit was not always enough; inconclusive means no clear call, values can overlap the other calls
Target sequence (O15379 whole entry, looked up): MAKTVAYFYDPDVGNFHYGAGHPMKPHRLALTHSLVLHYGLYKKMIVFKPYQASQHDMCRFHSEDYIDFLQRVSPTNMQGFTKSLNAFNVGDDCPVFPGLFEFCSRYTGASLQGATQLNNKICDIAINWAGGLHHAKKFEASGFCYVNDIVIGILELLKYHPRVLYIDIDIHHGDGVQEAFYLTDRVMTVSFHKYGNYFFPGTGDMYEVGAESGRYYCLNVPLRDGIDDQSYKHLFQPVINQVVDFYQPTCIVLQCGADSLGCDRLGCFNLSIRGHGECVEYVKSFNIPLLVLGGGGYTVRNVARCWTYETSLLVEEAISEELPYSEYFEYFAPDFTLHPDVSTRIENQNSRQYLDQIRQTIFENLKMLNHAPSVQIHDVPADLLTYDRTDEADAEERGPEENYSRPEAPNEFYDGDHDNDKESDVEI
Numbers without * were called inactive; i = inactive; u = inconclusive; x = no result given.

SMILES	KCNK9 inh	hERG rescue	RGS4 block	TMEM16A inh	RGS4 act	KCNQ1 act	KCNK3 inh	ANO1 activ	KCNQ1 block	SKKanGAS inh	HDAC3 inh
O=C(Nc1nnc(C2CCCCC2)s1)c1ccc(Br)s1	i	-9	i	i	i	i	i	i	i	u	-8
O=C(NCCOc1ccccc1Cl)C(=O)NCCOc1ccccc1Cl	i	0	i	i	i	i	i	i	i	-1	-6
COc1cc(N2C(=O)NC3CC2(C)Oc2ccccc23)cc(OC)c1OC (stereo not given)	i	-11	i	i	i	i	i	i	i	-3	-1
O=C(N1CCOCC1)n1nnc2ccccc21	i	-3	i	i	i	i	i	i	i	5	0
C=CCOC(=O)C1=C(C)N=C2SCCC(=O)N2C1/C=C/c1ccccc1OC (stereo not given)	i	-18	i	i	i	i	i	i	i	-10	-2
CCN1CCN(C(=O)C2=C(C(=O)O)CCCC2)CC1	i	-7	i	i	i	i	i	i	i	1	0
CCOC(=O)c1c(NC(=O)c2ccccc2Br)sc2c1CCc1ccccc1-2	i	-15	i	i	i	i	i	i	i	6	0
CCOc1ccc(NC(=O)CN(C)C(=O)c2c(-c3c(F)cccc3Cl)noc2C)cc1OCC	i	3	i	i	i	8*	i	i	i	-1	-6
O=C(/C=C/c1ccc2c(c1)OCO2)Nc1nc(-c2ccc(F)cc2)cs1	i	-8	i	i	i	i	x	x	i	3	6
Cc1ccc(CNC(=O)CCS(=O)(=O)c2ccc(Br)s2)o1	i	-9	i	i	i	i	i	i	i	1	-2
Cc1ccc(Nc2nc(C)cc(C)n2)c(Br)c1	i	-3	i	i	i	i	i	i	i	-6	2
Cc1ccc(S(=O)(=O)Nc2c(C)nc3nc(C)[nH]n3c2=O)c(C)c1	i	-10	i	i	i	i	i	i	i	9	-1
COC(=O)c1ccc(NC(=O)CS(=O)(=O)c2ccccc2)cc1	i	0	i	i	i	i	i	i	i	-1	2
Cc1ccc(-n2c3c(cc(C(=O)NCc4ccco4)c2=O)C(=O)CCC3)cc1	i	-3	i	i	i	i	i	i	i	-11	6
Cn1nc(C(F)(F)F)c(C#N)c1N1CCN(c2cccc(C(F)(F)F)c2)CC1	i	-4	i	i	i	i	i	i	i	-1	1
N#Cc1c(N)nc2c(c1-c1ccco1)CCCCC2	i	-6	i	i	i	i	i	i	i	-8	3
Cc1ccc(/C(N)=N/OC(=O)N2c3ccccc3Sc3ccccc32)cc1	i	-7	i	i	i	i	i	i	i	7	14
O=C(COC(=O)c1cc(F)cc(F)c1)Nc1cccnc1Cl	i	-4	i	i	i	i	i	i	i	-3	4
Cc1cccc(NC(=S)NC(=O)Cc2ccccc2)c1C	i	-4	i	i	i	i	i	i	i	15	8
O=C(CO/N=C/c1cccc([N+](=O)[O-])c1)Nc1ccc2ccccc2c1	i	3	i	i	i	i	-9.2*	i	i	5	-1

Compound profiles, as listed above. Screens in order: KCNK9 inh | hERG rescue | RGS4 block | TMEM16A inh | RGS4 act | KCNQ1 act | KCNK3 inh | ANO1 activ | KCNQ1 block | SKKanGAS inh | HDAC3 inh
Shown for CCOC(=O)c1c(NC(=O)c2ccccc2Br)sc2c1CCc1ccccc1-2 : i | -15 | i | i | i | i | i | i | i | 6 | 0
Shown for Cc1ccc(-n2c3c(cc(C(=O)NCc4ccco4)c2=O)C(=O)CCC3)cc1 : i | -3 | i | i | i | i | i | i | i | -11 | 6

Following part
SMILES	KCNK9 inh	hERG rescue	RGS4 block	TMEM16A inh	RGS4 act	KCNQ1 act	KCNK3 inh	ANO1 activ	KCNQ1 block	SKKanGAS inh	HDAC3 inh
COc1ccc(NC(C)=O)cc1S(=O)(=O)NC(Cc1ccccc1)C(=O)O (stereo not given)	i	-11	i	i	i	i	i	i	i	-3	-1
CCSc1ccccc1C(=O)Nc1ccc(S(=O)(=O)NC(C)=O)cc1	i	-5	i	i	i	i	i	i	i	-11	4
O=[N+]([O-])c1cccc(S(=O)(=O)Nc2nc3ccccc3nc2Nc2cccc(S(=O)(=O)N3CCCCC3)c2)c1	i	-16	i	x	i	i	i	-5.3*	i	25	x
O=S(=O)(NCc1ccccc1)c1ccc(S(=O)(=O)N2CCCC2)cc1	i	-5	i	i	i	i	i	i	i	-23	0
OC(CN1CCNCC1)Cn1c2ccccc2c2ccccc21 (stereo not given)	i	-3	i	i	i	i	i	i	i	-2	-2
C[C@@H]1CC=C[C@H]2[C@H]1C(=O)N(Cc1ccccc1)[C@H]2c1ccc(/C=C/c2ccccc2)cc1F	i	-7	i	i	i	i	i	i	i	23	-3
COc1cc(C(=O)OCC(C)=O)cc(NC(=O)c2ccco2)c1OC	i	-1	i	i	i	i	i	i	i	4	8
CCOC(=O)CCCC(=O)N1CCOCCOCCN(C(=O)CCCC(=O)OCC)CCOCCOCC1	i	4	i	i	i	i	i	i	i	-1	0
CCCC(=O)NCCCc1nc2ccccc2n1C	i	-5	i	i	i	i	i	i	i	-7	x
CC(C)(C)NC(=O)c1cccc2c1C(=O)c1ccccc1-2	i	-2	i	i	i	i	i	i	i	-4	4
CCc1ccc(CNC(=O)C2CCN(S(=O)(=O)N3CC(C)CC(C)C3)CC2)cc1 (stereo not given)	i	-5	i	i	i	i	i	i	i	-2	4
CCN1CCN(c2cc3c(cc2F)c(=O)c(C(=O)O)cn3C2CC2)CC1	i	-6	i	i	i	i	i	i	i	103*	-15
C=CCN(c1ccccc1)S(=O)(=O)c1cccc(C(=O)Oc2ccc3c(C)cc(=O)oc3c2)c1	i	-6	i	i	i	i	i	i	i	12	-42
CCOc1ccc(NC(=O)Nc2ccc3c(c2)CCC3)cc1	i	-3	i	i	i	i	i	i	i	3	4
O=C1c2ccccc2C(=O)N1CC(O)COc1ccc(Br)cc1 (stereo not given)	i	-5	i	i	i	i	i	i	i	0	4
Cc1cc(NC(=O)CSc2nnc(-c3ccco3)o2)no1	i	-7	i	i	i	i	i	i	i	-7	4
COc1ccc(OC)c(S(=O)(=O)n2c([N+](=O)[O-])cnc2C)c1	i	-2	i	i	i	i	i	i	i	-4	4
CC(C)(C)NCc1cc(Br)ccc1OCc1cccs1	i	-5	i	i	i	i	i	i	i	2	1
COc1ccc(C2=CC(c3ccc(F)cc3)n3nnnc3N2)cc1 (stereo not given)	i	-10	i	i	i	i	i	i	i	3	x
O=c1[nH]c2ccc(NS(=O)(=O)c3ccc(Cl)cc3)cc2[nH]1	i	-7	i	i	i	i	i	i	i	0	0

Taken from above.
Cc1cc(NC(=O)CSc2nnc(-c3ccco3)o2)no1 @ hERG rescue: -7
CC(C)(C)NC(=O)c1cccc2c1C(=O)c1ccccc1-2 @ HDAC3 inh: 4
COc1ccc(C2=CC(c3ccc(F)cc3)n3nnnc3N2)cc1 (stereo not given) @ SKKanGAS inh: 3
O=S(=O)(NCc1ccccc1)c1ccc(S(=O)(=O)N2CCCC2)cc1 @ SKKanGAS inh: -23
CCc1ccc(CNC(=O)C2CCN(S(=O)(=O)N3CC(C)CC(C)C3)CC2)cc1 (stereo not given) @ SKKanGAS inh: -2

Results in RGS4 act (three entries from above):
smiles | RGS4 act
COC(=O)c1ccc(NC(=O)CS(=O)(=O)c2ccccc2)cc1 | i
CCN1CCN(c2cc3c(cc2F)c(=O)c(C(=O)O)cn3C2CC2)CC1 | i
Cc1ccc(S(=O)(=O)Nc2c(C)nc3nc(C)[nH]n3c2=O)c(C)c1 | i

(next part)
SMILES	KCNK9 inh	hERG rescue	RGS4 block	TMEM16A inh	RGS4 act	KCNQ1 act	KCNK3 inh	ANO1 activ	KCNQ1 block	SKKanGAS inh	HDAC3 inh
CCCCN1CNC(=S)N(Cc2ccccc2)C1	i	-10	i	i	i	i	i	i	i	-1	-4
Cc1ccc(C(=O)NCCc2ccncc2)cc1	i	-12	i	i	i	i	i	i	i	-1	5
Cc1ccc2[nH]cc(C(=O)CN3CCOCC3)c2c1	i	-14	i	i	i	i	i	i	i	4	2
CCOC(=O)c1nn(-c2ccc(Cl)cc2)c2nc(-c3ccc(C)cc3)c(C#N)c(=O)n12	i	-2	i	i	i	i	i	i	i	8	-18
O=S(=O)(c1cccc(NC(=S)N2CCN(c3ccc(F)cc3)CC2)c1)C(F)F	i	-3	i	i	i	i	i	i	i	-4	3
O=C(COc1ccc2ccccc2c1)Nc1ccccc1C(=O)O	i	-9	i	i	i	i	i	i	i	9	-9
O=C(Nc1ccccc1)N1CCc2scc[n+]2-c2ccccc21	i	-6	i	i	i	i	i	i	i	0	2
CCOc1ccc(NC(=O)CCCn2c(=S)[nH]c3ccsc3c2=O)cc1	i	-12	i	i	i	i	i	i	i	4	-1
CC(=O)c1cccc(NC(=S)N2c3ccccc3CC2C)c1 (stereo not given)	i	-17	i	i	i	i	i	i	i	17	10
CCn1c(=S)sc2c(=O)n(CC(=O)Nc3ccc(OC)cc3)c(C)nc21	i	-7	i	i	i	i	i	i	i	1	-5
O=C(Cn1cnc2sc(-c3ccccc3)cc2c1=O)NCCc1ccccc1	i	-3	i	i	i	i	i	i	i	4	-4
CC(C)C(=O)c1cc2c(cc1NC(=O)Nc1cccc3ccccc13)OCCO2	i	-12	i	i	i	i	x	x	i	8	-1
CCOC(=O)N1CCN(CC(=O)c2ccc3c(c2)CCN3C(C)=O)CC1	i	-9	i	i	i	i	i	i	i	-3	-3
CCOc1ccccc1N1CCN(c2nc3ccccc3nc2C(C#N)C(=O)OC(C)C)CC1 (stereo not given)	i	-15	i	i	i	i	i	i	i	5	-8
CCOCCCNC(=O)C(Cc1ccccc1)NS(=O)(=O)c1ccc2c(c1)c(=O)n(C)c(=O)n2C (stereo not given)	i	-10	i	i	i	i	i	i	i	6	-6
O=C(CN1CCN(S(=O)(=O)c2ccc(Cl)cc2)CC1)Nc1ccc2c(c1)CCC2	i	-9	i	i	i	i	i	i	i	2	-4
Cc1cc(C)c(S(=O)(=O)NCc2ccccn2)cc1C	i	-8	i	i	i	i	i	i	i	0	0
O=C(Cc1coc2ccc3ccccc3c12)NCc1ccccc1	i	-11	i	100*	i	i	i	i	i	2	3
COc1ccc(CCn2c(=N)c(S(=O)(=O)c3ccccc3)cc3c(=O)n4ccccc4nc32)cc1	i	-7	i	i	i	i	i	i	i	-3	3
C=CCn1c(SCC(=O)Nc2cccnc2Cl)nnc1-c1ccccc1F	i	-2	i	i	i	i	i	i	i	-1	-5
